GLP1R inv ag: qHTS of GLP-1 Receptor Inverse Agonists (Inhibition Mode). Glucagon-like peptide 1 receptor (Homo sapiens), P43220. HEK293 GLP-1R CRE-luciferase, luminescence, 24 h; GLP-1R form is constitutively active. Potency, µM (series often up to 38.3 µM), for the others: top-dose activity change, negative = inhibition, most hits filed as inhibitors. hit rate 1.6% among 410,000. AID 624417, 2012; note: potency is the fitted concentration of half-maximal effect; % is set by controls: 0 for no effect and ±100 for the full control effect; nearly all actives have a fitted effect of over 55% in size
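Luminescence readout: a drop in cAMP-driven luciferase signal flags inverse agonism at a constitutively active GLP-1R stably expressed in HEK293. Compound exposure lasted 24 hr at 37 deg C, 5% CO2.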
GLP1R cytotox: qHTS of GLP-1 Receptor Inverse Agonists: Cytotox Screen; HEK293 cAMP-luciferase reporter cells, luminescence, 24 h; hit rate 0.13% among 410,000; AID 624418, 2012; Potency, µM (top dose mostly 38.3 µM), for inactives: at the highest dose activity change, negative = inhibition, most hits filed as inhibitors;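 note: loss of luciferase light is scored as toxicity; potency is the fitted concentration of half-maximal effect; % is set by controls: 0 for no effect and ±100 for the full control effect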
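Seeding density was 200 cells/uL; after overnight-length (12 h) culture, 23 nL compounds went on for 24 h at 37 °C. Readout used a luciferase detection reagent, luminescence taken after 12 min at room temperature.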
GLP1R ag: qHTS of GLP-1 Receptor Agonists; Glucagon-like peptide 1 receptor (Homo sapiens), P43220; AID 624172, 2012; hit rate 0.007% among 380,000; HEK293 GLP-1R CRE-luciferase, luminescence, 4-6 h; cells express a hypersensitive GLP-1R form; Potency, µM (top dose mostly 45.6 µM), inactives show at the top dose activation, usual class: activators; note: potency is the fitted concentration of half-maximal effect; % of control where 0% means no effect
PI5P4K alpha inh: qHTS for Inhibitors of phosphatidylinositol 5-phosphate 4-kinase (PI5P4K); PI5P4Kalpha enzyme, ADP-Glo luminescence, 60 min; hits give low values; Phosphatidylinositol 5-phosphate 4-kinase type-2 alpha (Homo sapiens), P48426; max response, %; AID 652105, 2013; hit rate 1.2% among 330,000; active = max response of -50% or lower; inconclusive = between -30% and -50%; inactive = -30% or higher; note: value at the top dose of about 77 µM; % is set by controls: 0 for no effect and ±100 for the full control effect
Target sequence (P48426 whole entry, looked up): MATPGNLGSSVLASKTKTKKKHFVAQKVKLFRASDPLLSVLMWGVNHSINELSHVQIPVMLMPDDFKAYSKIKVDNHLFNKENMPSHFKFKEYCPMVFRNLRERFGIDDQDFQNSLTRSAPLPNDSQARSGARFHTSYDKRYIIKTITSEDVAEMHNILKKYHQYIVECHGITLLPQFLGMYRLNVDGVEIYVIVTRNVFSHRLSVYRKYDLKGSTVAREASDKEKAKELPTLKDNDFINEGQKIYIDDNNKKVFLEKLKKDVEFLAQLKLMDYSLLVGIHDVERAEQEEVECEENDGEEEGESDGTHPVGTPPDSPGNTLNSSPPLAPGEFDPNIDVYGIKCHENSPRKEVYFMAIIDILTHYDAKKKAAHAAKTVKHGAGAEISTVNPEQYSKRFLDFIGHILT
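Compounds were pin-transferred onto PI5P4Kalpha and substrate in HEPES pH 7.4 buffer with EGTA, CHAPS and 5% DMSO. ATP (5 microM final) started the reaction, which ran 60 minutes at room temperature before ADP-Glo detection.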
WRN helicase inh: qHTS for Inhibitors of WRN Helicase; Bifunctional 3'-5' exonuclease/ATP-dependent helicase WRN (Homo sapiens), Q14191; Potency, µM (doses to about 114 µM), without a hit: at the top dose activity change, negative = inhibition, usual class: inhibitors; WRN helicase unwinding, fluorescent forked duplex, kinetic; hit rate 0.46% among 360,000; AID 651768, 2012; note: potency is the fitted concentration of half-maximal effect; % is set by controls: 0 for no effect and ±100 for the full control effect; nearly all actives have a fitted effect of over 55% in size
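Enzyme (20 nM final) and test compound sit together 15 min at room temperature before substrate addition. Substrate is a single-forked duplex oligonucleotide (100 nM) labelled with fluorophore and quencher, with 2 mM ATP; helicase unwinding raises red fluorescence, read kinetically.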
D3 antag: qHTS of D3 Dopamine Receptor Antagonist: qHTS. D3R cells, DiscoveRx beta-arrestin luminescence, antagonist mode; hits give low values. max response, negative = inhibition, %. hit rate 2.5% among 360,000; in the data active = max response below about -50%; inconclusive = no clear call, values can overlap the other calls; note: % is set by controls: 0 for no effect and ±100 for the full control effect; mostly tested at two doses, the higher about 12 µM
Target sequence (P35462 whole entry, looked up): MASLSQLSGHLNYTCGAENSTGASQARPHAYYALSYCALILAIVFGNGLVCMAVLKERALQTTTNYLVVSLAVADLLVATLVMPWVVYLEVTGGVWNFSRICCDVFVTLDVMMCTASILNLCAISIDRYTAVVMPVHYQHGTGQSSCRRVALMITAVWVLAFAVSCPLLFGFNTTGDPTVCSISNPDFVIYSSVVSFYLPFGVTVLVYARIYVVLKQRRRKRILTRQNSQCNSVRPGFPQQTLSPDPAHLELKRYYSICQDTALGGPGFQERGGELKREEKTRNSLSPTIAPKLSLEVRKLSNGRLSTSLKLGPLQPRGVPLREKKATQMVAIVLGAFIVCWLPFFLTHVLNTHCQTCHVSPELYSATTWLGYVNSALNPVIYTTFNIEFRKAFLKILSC
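Cells expressing the human receptor were seeded at 1500 cells/well, incubated overnight at 37 degrees C in 5% CO2, then exposed to library compounds with dopamine controls for 90 minutes at 37 degrees C before luminescent detection.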
PLK1 PBD inh: qHTS for Inhibitors of PLK1-PDB (polo-like kinase 1 - polo-box domain): Primary Screen | Serine/threonine-protein kinase PLK1 (Homo sapiens), P53350 | Plk1 PBD binding of FITC phosphopeptide, fluorescence polarization | Potency, µM, for the others: max response, negative = inhibition, hits mostly inhibitors | hit rate 2.8% among 360,000 | AID 720504, 2013; note: potency is the fitted concentration of half-maximal effect; series mostly up to about 57 µM; % is set by controls: 0 for no effect and ±100 for the full control effect; nearly all actives have a fitted effect of over 65% in size
IL-2 act: qHTS of IL-2 Activators; IL-2 activation reporter assay, cell-based qHTS; stimulated with anti-CD3/CD4/CD28 beads; in transgenic mouse T cells; activation, % (series mostly up to about 46 µM); hit rate 0.065% among 360,000; AID 652025, 2013; in the data active = activation above about 50%; inconclusive = mostly about 30% to 49%; note: 0% is about no effect
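Screening format: compound pinned onto unstimulated transgenic mouse T cells, 60 min incubation, then anti-CD3/anti-CD4/anti-CD28 bead stimulation for 18 hours at 37 degrees C, followed by EGFP and DsRed detection.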
DRD3 agonist: qHTS of D3 Dopamine Receptor Agonist: qHTS. D3R DiscoveRx beta-arrestin cells, luminescence, 90 min. AID 652048, 2013. hit rate 0.58% among 410,000. D(3) dopamine receptor (Homo sapiens), P35462. max activation, %; in the data active = max activation above about 30%; note: 0% is about no effect; mostly tested at two doses, the higher about 12 µM
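Cells at 1500/well, incubated overnight, then treated with pinned compounds (dopamine as control) for 90 min at 37 degrees C. DiscoveRx reagent added for 30 - 60 minutes at room temperature; luminescence read.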
Numbers without * were called inactive; ? = inconclusive; . = no result given; & = joins results of further samples; [ ] = dose if it differs, or a comment. Unless noted, calls come from the whole dose curve; as a rule, active = well fitted curve in the direction sought with a large enough effect; inconclusive = small, poorly fitted or top-dose-only effect, or another doubt; inactive = no such curve, though single readings can be large; an effect the other way counts as inactive or inconclusive.

SMILES	GLP1R inv ag	GLP1R cytotox	GLP1R ag	PI5P4K alpha inh	WRN helicase inh	D3 antag	PLK1 PBD inh	IL-2 act	DRD3 agonist
CCOC(=O)c1c(-c2cccs2)csc1NC(=O)CCCC(=O)O	4%	-8%	1%	.	-4%	-5	-6%	-2.2	44*
COc1ccccc1NCC(=O)N1CCN(S(=O)(=O)c2ccccc2)CC1	0%	-1%	-1%	-4	3%	-9	-14%	0.5	-4
COc1ccc([C@H]2N[C@]3(CCCN(Cc4ccco4)C3=O)[C@H]3C(=O)N(C)C(=O)[C@@H]23)cc1	12%	-9%	2%	-4	-2%	-22	-10%	-4.6	-6
N#Cc1ccc(Cl)cc1NC(=O)CSc1cccc[n+]1[O-]	-23%	-4%	-1%	5	-8%	7	2%	2.6	3
COc1ccc(Br)c(C(=O)OCC(=O)NC2CCCCCC2)c1	?	-21%	14%	0	0%	11	-7%	-0.1	-3
O=C(c1cccnc1)N(Cc1ccccc1)c1ccccc1	60%[activator]	8%	18%	.	-14%	?	0%	-2.3	-1
O=C(NC1CCCc2ccccc21)c1ccc2c(c1)OCO2 (stereo not given)	?	1%	3%	-6	9%	-2	-7%	-0.2	-1
Cc1nnc(SCC(=O)NC2CCCCCC2)n1C(C)C	-9%	18%	-4%	-3	0%	-13	-13%	-1.5	1
O=C(N/N=C/c1cccc2nccnc12)c1ccncc1	14%	-4%	3%	0	4%	5	-2%	0.0	10
COc1cc(C2c3c(oc4cc(C)c(C)cc4c3=O)C(=O)N2c2cc(C)ccn2)ccc1O (stereo not given)	19%	-9%	-1%	2	-1%	16	-7%	-0.2	1
O=C(OCC(=O)N1CCN(S(=O)(=O)c2ccccc2)CC1)C1CCC1	6%	-7%	5%	-7	4%	-8	1%	-0.6	10
CSCCC(NC(=O)OCc1ccccc1)C(=O)O (stereo not given)	9%	-3%	-1%	-1	11%	17	-9%	1.5	0
COc1ccccc1N1CCN(c2ncnc3sc(C(=O)NCC4CCCO4)c(C)c23)CC1 (stereo not given)	-24%	-9%	7%	-1	-7%	-9	-13%	-3.8	-2
CCCCn1nc(NC(=O)CCC)c2cc3cc(OC)ccc3nc21	?	93%[activator]	7%	19	-1%	6	5%	-4.6	8
CCN(C)C1CN(Cc2cn(Cc3ccccc3)nn2)S(=O)(=O)C1 (stereo not given)	7%	-8%	-1%	-3	2%	-9	-4%	1.8	-3
COc1cccc(C2C(C(=O)c3cccs3)=C(O)C(=O)N2c2cc(C)on2)c1 (stereo not given)	0%	5%	5%	0	-8%	-55*	-1%	1.4	10
Cc1cc(C)cc(OCC(=O)Nc2ccc(F)cc2)c1	-13%	-23%	-3%	.	-6%	10	-13%	-1.2	7
COc1cc(NC(=O)C2CCC(CNc3c(N4CCC(C)CC4)c(=O)c3=O)CC2)cc(OC)c1 (stereo not given)	-16%&5%	-20%&-14%	3%&-3%	-11&1	-3%&-8%	13&18	1%&3%	-2.1&-3.4	-2&0
CCc1nnc(NC(=O)C2CCCN(S(=O)(=O)c3ccccc3)C2)s1 (stereo not given)	-8%	-3%	4%	.	-3%	-22	-5%	-1.1	-3
CC(=O)C1=C(O)C(=O)N(c2ccc(C(=O)O)cc2)C1c1ccccc1 (stereo not given)	1%	4%	0%	1	-2%	?	-11%	-1.7	-7
CC(C)(C)c1ccc(S(=O)(=O)NCC(=O)N2CCN(C(=O)c3ccco3)CC2)cc1	-3%	6%	-9%	.	-1%	26	-2%	0.3	4
CC(=O)OC1CSc2nc3ccccc3n2C1 (stereo not given)	1%	11%	-3%	.	2%	6	-13%	-3.9	-3
CN1CCCN(C(=O)/C=C/c2ccc(F)cc2)CC1	-1%	0%	-1%	-9	4%	-2	-3%	-4.1	-15
O=S(=O)(Nc1ccccc1OC(F)F)c1ccc(S(=O)(=O)N2CCCC2)cc1	?	-23%	9%	-5	2%	-14	-5%	-4.2	-22
Cc1sc2nc(CN3CCOCC3)[nH]c(=O)c2c1-c1ccccc1	-1%	-12%	-2%	-8	5%	6	-1%	1.3	1
Next results:
SMILES	GLP1R inv ag	GLP1R cytotox	GLP1R ag	PI5P4K alpha inh	WRN helicase inh	D3 antag	PLK1 PBD inh	IL-2 act	DRD3 agonist
CCN(CC)C(=O)C1=C(C)N(Cc2ccc(OC)cc2)C(=O)C(CC(=O)NC2CCCCC2)C1 (stereo not given)	3%	-5%	6%	3	-1%	6	-8%	2.3	4
O=C(C[n+]1ccccc1)N/N=C/c1ccco1	-1%[7.66 µM]	-2%[7.66 µM]	1%	7	7%	9	?	0.4	3
CC1CCCC(C)N1C(=O)COC(=O)c1ccc(F)c(S(=O)(=O)N2CCOCC2)c1 (stereo not given)	13%	5%	-18%	-4	-21%	4	-11%	0.2	-1
CCOC(=O)C1(C)CCCCCN1C(=O)c1ccc(SC(F)(F)F)cc1 (stereo not given)	16%	5%	-5%	0	-4%	0	-9%	0.3	-10
CCC(=O)N1CCN(c2ccc(NC(=O)c3ccc(N4CCOCC4)c([N+](=O)[O-])c3)cc2)CC1	14%	-4%	-5%	-3	-7%	9	0%	6.1	3
CCn1cc(C(=O)OCc2ccccc2)c(=O)c2ccc(C)nc21	0%	3%	42%	10	-2%	-2	-12%	-2.3	0
Cc1ccc(S(=O)(=O)N2[C@@H](c3ccccc3)C(C(=O)O)=CC[C@H]2c2cccc(Cl)c2)cc1	-25%	-30%	0%	13	-5%	-26	?	0.2	-22
CC12CN3CC(c4ccccc4)(CN(C1)C3c1ccc(O)cc1)C2=O (stereo not given)	20%	0%	0%	.	.	.	.	.	-7
Cn1ncc(SCc2ccccc2)c(Cl)c1=O	10%	0%	18%	3	2%	14	-4%	-0.4	13
CC(C)CC(N)c1csc(Nc2ccccn2)n1 (stereo not given)	-26%	-7%	-6%	-1	0%	14	-7%	1.6	1
COc1cccc(-c2cc(NC=O)c3ncc(-c4cccc(C(=O)N(C)C)c4)n3c2)c1	-23%	-15%	9%	-68*	?	10	-24%	-0.8	6
COCCN(C(=O)c1cc2c(s1)CCCCC2)c1c(N)n(CC(C)C)c(=O)[nH]c1=O	8%	2%	2%	-3	-8%	-1	-6%	2.0	-2
N#Cc1c(N)nc(SCC(=O)NCc2ccc3c(c2)OCO3)c(C#N)c1-c1cccs1	8%	-4%	3%	5	0%	?	-1%	-0.2	-2
COc1ccc(S(=O)(=O)N(CC(=O)NCCC(C)C)c2ccccc2)cc1OC	28%	-11%	3%	-5	-6%	-28	-6%	0.3	0
C=CCS/C(=N\n1cnc2ccccc2c1=O)N1CCCCC1	-23%	-8%	0%	4	2%	10	27µM*	-3.7	5
CCOC(=O)c1c(NC(NC(C)=O)C(Cl)(Cl)Cl)sc(C(C)=O)c1C (stereo not given)	?	-22%	-2%	4	-6%	-14	1%	1.3	0
C[C@@H]1CN([C@@H](C)CO)C(=O)c2c(c3ccccc3n2C)-c2ccccc2CO[C@H]1CN(C)C(=O)C1CC1	-23%	0%	11%	-1	1%	5	-6%	-1.7	3
CC(/C=N\NC(=O)CN1CCN(Cc2ccccc2)CC1)=C\c1ccco1	-15%	5%	13%	-1	0%	-6	-26%	-0.4	-1
Cc1[nH]c2ccccc2c1C(=O)COC(=O)C1CCC1	2%	-2%	8%	-1	4%	5	5%	-1.9	-2
CC(C)c1ccccc1NC(=S)NN(Cc1ccccc1)c1ccccc1	?	?	-2%	0	-8%	3	-1%	-2.0	-2
COCCCN1C(=O)C(=O)/C(=C(/O)c2ccc(S(=O)(=O)N3CCOCC3)cc2)C1c1ccc(C)cc1 (stereo not given)	11%	-10%	-17%	0	-20%	-18	-5%	-4.0	-10
CC(C)(C)OC(=O)N1CC=C2C(C#N)=C(N)C(C#N)(C#N)C(c3cccs3)C2C1 (stereo not given)	0%	-4%	-3%	.	-14%	39	-17%	-1.0	0
Cc1cccc(Cn2cnc3ccccc32)c1	-24%	70%[activator]	11%	0	-14%	-10	-3%	-0.2	0
CC1CCC(NC(=O)CSc2nnc(-c3cccnc3)o2)CC1 (stereo not given)	-3%	-14%	-1%	3	-12%	2	0%	-2.8	-4
O=C1CSC(c2cccc(F)c2)N1c1c(F)cccc1F (stereo not given)	?	-13%	4%	-1	5%	-10	-6%	1.4	0
CC(C(=O)O)n1c(-c2ccn[nH]2)n[nH]c1=S (stereo not given)	7%	3%	0%	-6	8%	-3	15µM*	1.1	2
COC(=O)CCC(=O)N(CCN(Cc1ccccc1)C(=O)CCC(=O)OC)Cc1ccccc1	20%	-9%	6%	1	-4%	0	1%	0.5	-1
CC(C)Cc1cc(C(=O)NCCCN2CCOCC2)no1	0%	-2%	-1%	5	1%	-3	2%	-3.8	-5
O=C(C1CCCN(Cc2ccc3c(c2)OCO3)C1)N1CCCC1 (stereo not given)	22%	2%	-5%	-6	-14%	-17	3%	1.0	-7
Cc1ccccc1N(C(=O)CNC(=O)c1ccco1)C(C(=O)NC1CCCCC1)c1cccnc1 (stereo not given)	4%	-4%	0%	-3	8%	7	3%	-0.1	4

3 compounds already listed, sorted by molecular weight, highest first.
SMILES	GLP1R inv ag	GLP1R cytotox	GLP1R ag	PI5P4K alpha inh	WRN helicase inh	D3 antag	PLK1 PBD inh	IL-2 act	DRD3 agonist
COC(=O)CCC(=O)N(CCN(Cc1ccccc1)C(=O)CCC(=O)OC)Cc1ccccc1	20%	-9%	6%	1	-4%	0	1%	0.5	-1
CCOC(=O)C1(C)CCCCCN1C(=O)c1ccc(SC(F)(F)F)cc1 (stereo not given)	16%	5%	-5%	0	-4%	0	-9%	0.3	-10
O=C(C[n+]1ccccc1)N/N=C/c1ccco1	-1%[7.66 µM]	-2%[7.66 µM]	1%	7	7%	9	?	0.4	3

Source: PubChem BioAssay
